Growth percent in the NCI-60 one-dose screen (48 h, 10 µM unless noted): 100 = growth as untreated, 0 = no growth, -100 = all killed.
HL-60(TB): HL-60(TB) leukemia cells. AID 1794776. hit rate 9% among 78,000; active = growth percent below 10
An asterisk follows results filed as active; & = joins results of further samples; [ ] = another dose, or the depositor's remark. These rows are one share of the data; the hit share may differ from the screen's.

Screening Nc1ncnc2c1ncn2[C@@H]1C=C[C@H](CO)[C@H]1CO returned HL-60(TB) 92.
CCOC(=O)c1ccc(C=O)[nH]1 was read as HL-60(TB) 49.
COc1ccc(Nc2nc3ccc(NS(=O)(=O)c4ccc(C)cc4)cc3[nH]c2=O)cc1 was read as HL-60(TB) 105.
C=CCOC(=O)C1=C(C)NC2=C(C(=O)CC(C)(C)C2)C1c1ccc(OC)cc1 (configuration not stated) was read as HL-60(TB) 81.
Cc1ccc(C2=NN3C(C2)c2ccccc2OC3c2ccc3noc(-c4ccc(C)cc4)c3c2)cc1 (configuration not stated) was read as HL-60(TB) 106.
For C=C1CC[C@H]2[C@@](C)(CCC3OC(c4ccc(OCc5cn(C6OC(COC(C)=O)C(OC(C)=O)C(OC(C)=O)C6OC(C)=O)nn5)cc4)OC[C@]32C)[C@@H]1/C=C/C1=CCOC1=O (some centres not stated) the results were HL-60(TB) 95.
Cc1ccc(Cl)c(-n2c(SCC(=O)Nc3ccc(S(=O)(=O)Nc4nccs4)cc3)nc3ccccc3c2=O)c1 was read as HL-60(TB) 115.
Screening CC[C@]12C=CCN3CC[C@@]4(c5ccc(OC)cc5N(C)[C@H]4[C@@](O)(C(=O)OC)[C@@H]1OC(=O)CCC[P+](c1ccc(OC)cc1)(c1ccc(OC)cc1)c1ccc(OC)cc1)[C@@H]32 returned HL-60(TB) -40*.
For CCN(CC)CCOc1nc(Oc2ccccc2C(=O)O)cc(-c2ccco2)n1 the results were HL-60(TB) 97.
`COc1ccc(CN2c3ccccc3Oc3ccccc32)cc1F` gave HL-60(TB) 54.
`C=C(C)[C@@H]1CC=C2c3sc(NC(C)=O)nc3CC[C@]2(C)[C@H]1C` gave HL-60(TB) 103.
`Cc1[nH]c(C2CC(c3ccc(C(F)(F)F)c(F)c3)=NN2c2ccc(Cl)cc2)c(C)c1C(=O)O` (configuration not stated) gave HL-60(TB) 92.

For convenience, five of the compounds above:
Screening CC[C@]12C=CCN3CC[C@@]4(c5ccc(OC)cc5N(C)[C@H]4[C@@](O)(C(=O)OC)[C@@H]1OC(=O)CCC[P+](c1ccc(OC)cc1)(c1ccc(OC)cc1)c1ccc(OC)cc1)[C@@H]32 returned HL-60(TB) -40*.
For CCN(CC)CCOc1nc(Oc2ccccc2C(=O)O)cc(-c2ccco2)n1 the results were HL-60(TB) 97.
`COc1ccc(CN2c3ccccc3Oc3ccccc32)cc1F` gave HL-60(TB) 54.
`C=C(C)[C@@H]1CC=C2c3sc(NC(C)=O)nc3CC[C@]2(C)[C@H]1C` gave HL-60(TB) 103.
`Cc1[nH]c(C2CC(c3ccc(C(F)(F)F)c(F)c3)=NN2c2ccc(Cl)cc2)c(C)c1C(=O)O` (configuration not stated) gave HL-60(TB) 92.

Next entries:
For C#C[C@@]1(O)[C@@H](CO)O[C@@H](n2cc(Br)c3c(N)ncnc32)[C@@H]1O the results were HL-60(TB) -62*.
`Cc1ccc(NC(=O)NCC2(C)CC(NC(=O)Nc3ccc(C)cc3)CC(C)(C)C2)cc1` (configuration not stated) gave HL-60(TB) 105.
`CC1(O)c2cccc(O)c2C(O)=C2C(=O)C3(O)C(O)=C(C(N)=O)C(=O)CC3CC21` (configuration not stated) gave HL-60(TB) 97.
`O=C(Sc1n[nH]c(=O)[nH]c1=O)c1ccccc1` gave HL-60(TB) 114.
O=C(N=Nc1c(O)[nH]c2ccc([N+](=O)[O-])cc12)c1ccc2nc(-c3ccc(Cl)cc3)[nH]c2c1 was read as HL-60(TB) 98.
Screening CCCC(=O)Oc1ccc2c(c1)Oc1cc(OC(=O)CCC)ccc1C21OC(=O)c2ccccc21 returned HL-60(TB) 115.
Screening C=C1CCC2C3(C)COC(c4ccccc4)OC3CCC2(C)C1CC(NCc1ccccc1)C1=CCOC1=O (configuration not stated) returned HL-60(TB) 44.
C/C(C/C(C)=N/C(N)=S)=N\C(N)=S was read as HL-60(TB) 89.
`O=C1/C(=C\c2cccc3nccnc23)SC(=S)N1CCc1ccc(O)cc1` gave HL-60(TB) 79.
CCCCCCCCCCCCCCCCCCN=Cc1ccccc1O was read as HL-60(TB) 96.
CCCCCCCCCCCCCCCC(=O)N1CCN(C)CC1 was read as HL-60(TB) 47.
O=C(COc1ccccc1)NCC(=O)Nc1ccc(Oc2ccccc2)cc1 was read as HL-60(TB) 74.
Cc1[nH]c(C(=O)Nc2ccccc2OCc2cccc(C(=O)NCCN)c2)cc1Cl was read as HL-60(TB) 90.
`Cc1ccc(-c2csc(NC(=O)CN3CCN(c4cc(=O)n(-c5ccccc5)c5ccccc45)CC3)n2)cc1` gave HL-60(TB) 80.
Oc1ccc([S+](c2ccc(O)cc2)c2ccc(O)cc2)cc1 was read as HL-60(TB) 110.
For [O-][N+](CCO)(CCO)Cc1ccccc1 the results were HL-60(TB) 134.
Screening O=C1C(=O)c2c(nc3n[nH]c(-c4ccc(Cl)cc4)c3c2-c2ccccc2)-c2ccccc21 returned HL-60(TB) 77.
Screening CCC/C=C/C=N/N1C(=S)N(c2cccnc2)[C@]23OC(N)=C(C#N)[C@]12C(=O)c1ccccc13 returned HL-60(TB) 95.
COc1ccc(/C=C2\CCCC3C2=NNC3c2ccc(OC)cc2)cc1 (configuration not stated) was read as HL-60(TB) 84&100.
O=C(CCCCCC1CCCCC1)OC1CCCC1 was read as HL-60(TB) 94.
Screening CCOc1cccc(Nc2nc(N)nc3[nH]c4ccc(O)cc4c23)c1 returned HL-60(TB) 53.
Screening COc1ccc(Cc2ccccc2C(=O)O)cc1 returned HL-60(TB) 101&108.
For O=C(Nc1ccc(F)cc1)c1n[nH]c2c1CCCCC2 the results were HL-60(TB) 99.
O=C1NC(=O)C(Cc2ccc(OCc3ccc(-c4ccccc4)cc3)cc2)S1 (configuration not stated) was read as HL-60(TB) 92.
`CN1CCN2c3ccccc3Cc3ccccc3C2C1` (configuration not stated) gave HL-60(TB) 104.
`O=C(Cn1ncnn1)NCc1cc(-c2cccc(Cl)c2)no1` gave HL-60(TB) 96.
For O=C1O/C(=C\c2nc3ccccc3s2)c2ccccc21 the results were HL-60(TB) 106.
Screening CCN1CCN(c2ncnc3cc(OC)c(OC)cc23)CC1 returned HL-60(TB) 101.
`Cc1c(NS(=O)(=O)c2ccccc2)c(C)c(NS(=O)(=O)c2ccccc2)c(C)c1NS(=O)(=O)c1ccccc1` gave HL-60(TB) 94.
For N#C/C(=C\c1ccc(Cl)o1)c1cc2ccccc2[nH]1 the results were HL-60(TB) 93.
For COc1ccc2c(CCc3ccc(Cl)cc3)c3[n+](cc2c1OC)CCc1cc2c(cc1-3)OCO2 the results were HL-60(TB) 10.
`O=C(O)c1ccc(-n2cc(CNc3ccccc3)c(-c3ccccc3)n2)cc1` gave HL-60(TB) 30.
`Nc1nc(-c2cccc([N+](=O)[O-])c2)c(N=Nc2cccc(Cl)c2)s1` gave HL-60(TB) 56.
For C=CC(=O)N1CN(C(=O)C=C)CN(C(=O)C=C)C1 the results were HL-60(TB) 25.
O=C1NNC(c2ccccc2)=N/C1=C\c1ccccc1Cl was read as HL-60(TB) 74.
For O=C(Nc1ccc(C(=O)Nc2ccc(C3=NCCCN3)cc2)cc1)Nc1ccc(C2=NCCCN2)cc1 the results were HL-60(TB) 44.
Cc1cc(N2CCCCC2)nc(N2CCN(CC(=O)Nc3ccc4c(ccn4C)c3)CC2)n1 was read as HL-60(TB) 86.
For O=[N+]([O-])c1c(Cl)sc(Cl)c1[N+](=O)[O-] the results were HL-60(TB) 66.
Screening N#Cc1c(-c2ccccc2Br)cc(-c2ccc(Br)s2)[nH]c1=O returned HL-60(TB) 104.
`CC1SC(c2ccccc2O)N(NC(=O)CCC(=O)c2nc3ncccc3[nH]2)C1=O` (configuration not stated) gave HL-60(TB) 101.
For O=C1C=CC(=O)N1c1cccc(N2C(=O)C=CC2=O)c1 the results were HL-60(TB) 98.
For CC/C(=C(\c1ccc(OCCN2CCCCC2)cc1)c1ccc(OC(=O)C2CCCCC2)cc1)c1ccc(OC)cc1 the results were HL-60(TB) 93.
CC1([N+](=O)[O-])COP(=O)(Nc2cccc(F)c2)OC1 (configuration not stated) was read as HL-60(TB) 63.
`Cc1ccc(C(=O)c2ccc(CC(=O)NN3C(=O)c4ccccc4C3=O)n2C)cc1` gave HL-60(TB) 100.
Screening COc1ccc(/C=C2\COc3ccc(O)cc3C2=O)cc1OC returned HL-60(TB) 3.8*.
Screening Cc1ccc(Nc2ncnc3c2sc2ncccc23)cc1 returned HL-60(TB) 71.
Screening NC(=O)NCc1cc(Br)cc(Br)c1O returned HL-60(TB) 100.
`Cc1ccc(S(=O)(=O)Nc2ccc(C3=NNC(c4ccccc4F)C3)cc2)cc1` (configuration not stated) gave HL-60(TB) 102.
OCC(O)C(Cl)CCl (configuration not stated) was read as HL-60(TB) 111.
For NS(=O)(=O)c1cnccc1Oc1c(-c2ccccc2)oc2ccccc2c1=O the results were HL-60(TB) 141.
`Cc1ccc(-c2cc(C(=O)N=Nc3c(O)[nH]c4ccc(Br)cc34)c3ccccc3n2)cc1` gave HL-60(TB) 16.
CN(C)CCn1c(=O)c2c3cc4c(cc3n(CCN(C)C)c2c2ccc(Cl)cc21)OCO4 was read as HL-60(TB) 19.
Screening O=C(O)C(Br)C1CCCCC1 (configuration not stated) returned HL-60(TB) 114.
Screening CSC1=Nc2c(c(C)c(C)n2CCCC(=O)N(C(=O)NC2CCCCC2)C2CCCCC2)C2=NC(=O)CN12 returned HL-60(TB) 126.
CSc1nc(=O)n(Cc2ccc(Cl)cc2)c(=O)[nH]1 was read as HL-60(TB) 105.
Screening CCCS(=O)(=O)Nc1cc(-c2cc(-c3ccc(N4CCNCC4)cc3)cnc2N)cc(F)c1OC returned HL-60(TB) 97.
`CC(=O)C(=Cc1ccc(N(C)C)cc1)C(C)=O` gave HL-60(TB) 96.
`C#CCOc1ccc2ncnc(N3CCC(NC(=O)C=C)CC3)c2c1` gave HL-60(TB) 100[8.25 µM].
For Cc1cc(-c2ccccc2)n2nc(NN)nc2n1 the results were HL-60(TB) 99.
COC1OC2COC(c3ccccc3)OC2C(OS(=O)(=O)c2ccc(C)cc2)C1OS(=O)(=O)c1ccc(C)cc1 (configuration not stated) was read as HL-60(TB) 94.
`CC(c1c[nH]c2ccccc12)N1CCCCC1` (configuration not stated) gave HL-60(TB) 108.
Screening O=c1oc2cc(O)ccc2c2c(-c3ccccc3)c[nH]c12 returned HL-60(TB) 90.
Screening CCC(C)C(=O)O[C@H]1[C@H](O)C2C(CN3CC(C)CCC3[C@@]2(C)O)C2C[C@]34O[C@]5(O)C(OC(=O)C(C)(O)CC)CC[C@@]3(C)C5C(OC(C)=O)[C@@H](OC(C)=O)C4[C@@]21O (some centres not stated) returned HL-60(TB) 99.
Screening O=C1C2[C@@H]([C@H]3CO[C@@H]1O3)[C@H]2C(=O)c1cccs1 (some centres not stated) returned HL-60(TB) 95.
For c1ccc(-c2nnc(-c3ccccn3)s2)nc1 the results were HL-60(TB) 96.
Screening Cc1nc(N)[nH]c(=O)c1CCCNc1ccc([N+](=O)[O-])cc1 returned HL-60(TB) 83.
Cc1cccc(-c2nc(-c3cccc(C)c3)c3cc(-c4ccccc4)n(C)c3n2)c1 was read as HL-60(TB) 95.
For O=c1c(CN(CCO)CCO)c(-c2ccccc2)sc2ccccc12 the results were HL-60(TB) 106.
Screening Clc1ccc(CSc2ncc(Br)c(Cl)n2)cc1 returned HL-60(TB) 103.
`OCCN(CCO)C1c2ccccc2-c2ccccc21` gave HL-60(TB) 95.
C[C@H](C(=O)N[C@@H](Cc1ccc(-c2ccccc2)cc1)C(=O)NC1CC(C)(C)NC(C)(C)C1)c1ccc(-c2ccccc2)c(F)c1 was read as HL-60(TB) -59*.
`CC[N+]1(CC)CCC(OC(=O)C(O)(c2ccccc2)c2ccccc2)C1` (configuration not stated) gave HL-60(TB) 64.

Gathered by group, those above with bromine.
For C#C[C@@]1(O)[C@@H](CO)O[C@@H](n2cc(Br)c3c(N)ncnc32)[C@@H]1O the results were HL-60(TB) -62*.
Screening N#Cc1c(-c2ccccc2Br)cc(-c2ccc(Br)s2)[nH]c1=O returned HL-60(TB) 104.
Screening NC(=O)NCc1cc(Br)cc(Br)c1O returned HL-60(TB) 100.
`Cc1ccc(-c2cc(C(=O)N=Nc3c(O)[nH]c4ccc(Br)cc34)c3ccccc3n2)cc1` gave HL-60(TB) 16.
Screening O=C(O)C(Br)C1CCCCC1 (configuration not stated) returned HL-60(TB) 114.
Screening Clc1ccc(CSc2ncc(Br)c(Cl)n2)cc1 returned HL-60(TB) 103.

Next results.
CCOC(=O)c1c(NC(=S)Nc2ccccc2)sc2c1CCC(=O)C2 was read as HL-60(TB) 48.
Screening O=C(Cn1cc(COc2ccccc2)nn1)Nc1nc2ccccc2s1 returned HL-60(TB) 99.
Cc1nc(Nc2ccc(NC(=S)Nc3ccccc3)cc2)nc2nc(Nc3cccc(Cl)c3)[nH]c(=O)c12 was read as HL-60(TB) 57.
COc1ccc(C(=O)c2nc3ccccc3n2CC(=O)c2ccc(F)cc2)cc1 was read as HL-60(TB) 79.
For Cc1cc2c(-c3nc4cc(C(F)(F)F)ccn4c3NC3CCCCC3)c(O)c(O)cc2c(O)c1-c1c(C)cc2c(-c3nc4cc(C(F)(F)F)ccn4c3NC3CCCCC3)c(O)c(O)cc2c1O the results were HL-60(TB) 96.
For O=C(Nc1cccc(C(F)(F)F)c1)N1CCN(c2cc(-c3cn(-c4ccccc4)nc3-c3cccc(O)c3)ccn2)CC1 the results were HL-60(TB) 21.
CN1C(=O)/C(=C/c2ccc(C(=O)Nc3ncc(Cc4cc(Cl)ccc4Cl)s3)cc2)SC1=S was read as HL-60(TB) 91.
For CCOC(=O)N1CCC(CN(Cc2ccc(Cl)cc2)Cc2ccc([N+](=O)[O-])s2)C1 (configuration not stated) the results were HL-60(TB) 91.
O=C(Cc1ccccc1)NN=C1CCCC1 was read as HL-60(TB) 62.
COC1=CC2ON(C(=O)c3ccccc3)C1C1C3(O)CCCc4cccc(c43)N3C(=O)COC213 (configuration not stated) was read as HL-60(TB) 97.
For CCCCCCCCCCCCNC(=S)N/N=C/c1cccc(O)c1 the results were HL-60(TB) 95.
For Fc1ccc(NC(=S)c2ccccc2)cc1 the results were HL-60(TB) 102.

Compound activity from PubChem BioAssay.
